Screening data as filed in PubChem.
GFP derepression: qHTS Assay for Epigenetic Modulators | Potency, µM (titrated, usually from 46.1 µM), for the others: at the highest dose GFP derepression (activation) | AID 597, 2007 | 68,000 compounds, 0.09% hits | mouse C127i GFP locus derepression, cytometry, 30 h; also: % of control where 0% means no effect
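Murine C127i mammary cells carrying a silenced, stably integrated CMV-driven GFP reporter were treated with compound for 30 hours at 37 C. After PBS washes, GFP-positive cells were counted by laser-scanning microplate cytometry.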
Hsp90 Hop PPI: qHTS Assay for Disrupters of an Hsp90 Co-Chaperone Interaction; AID 595, 2007; AlphaScreen TPR2A-His6 binding biotin-Hsp90 C-terminal peptide; 71,000 compounds, 0.44% hits; Hsp90 C-terminal peptide / TPR2A (Hop) interaction, human; Potency, µM (series often up to 57 µM), for the others: at the highest dose activity change, negative = inhibition; active = well fitted curve in either direction with a large enough effect; inconclusive = small, poorly fitted or top-dose-only effect, or another doubt; also: potency is read from the fitted curve at half-maximal effect; % is scaled to controls: 0 for no effect and ±100 for the full control effect; many of its hits are not listed in these tables
TexasRed autofl: qHTS Assay for Spectroscopic Profiling in Texas Red Spectral Region. Compound fluorescence, Texas Red channel, 547/618 nm; active compounds read high. max dye-equivalent concentration, M. 59,000 compounds, 0.06% hits. AID 587, 2007; in the data active = max dye-equivalent concentration above about 10 nM; inconclusive = between about 1.1 nM and that limit
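Dye-equivalent concentrations come from scaling compound signal (ex 547, em 618 nm) to six Texas Red standard concentrations run on every plate, after 15 min room-temperature incubation in pH 8.0 Tris (100 mM).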
4-MU autofl: qHTS Assay for Spectroscopic Profiling in 4-MU Spectral Region; compound autofluorescence, 340/450 nm, 4-MU equivalents; active compounds read high; max dye-equivalent concentration, M; 59,000 compounds, 11% hits; AID 589, 2007; in the data active = max dye-equivalent concentration above about 10 nM; inconclusive = mostly about 1.1 nM to 9.6 nM
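Compounds in 100 mM Tris, pH 8.0, sat 15 min at room temperature before fluorescence was read at 340 nm excitation/450 nm emission; a per-plate six-point 4-MU standard curve converted signals to dye-equivalent concentration at each compound concentration.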
CRE-bla Fsk: Cell signaling CRE-BLA (Fsk stim); 71,000 compounds, 2.5% hits; AID 662, 2007; Potency, µM (highest dose often 38.2 µM), for the others: at the highest dose activity change, negative = inhibition, most hits filed as activators; CHO CRE-bla reporter (cAMP response element driving beta-lactamase), forskolin EC10, beta-lactamase ratio; active = well fitted activation curve with a large enough effect in the signal ratio, with a control signal flat, not every such curve was filed as active; inconclusive = small, poorly fitted or top-dose-only effect, or effect the other way, or a change in a side signal; the % refers to the signal ratio; also: potency is read from the fitted curve at half-maximal effect; % of control where 0% means no effect
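Beta-lactamase reporter under a cAMP responsive element in CHO cells; compounds tested in titration series against EC10 NKH 477, 3 h at 37 °C. Read-out: CCF4 FRET ratio 460nm/530nm (excitation 405nm) giving %Activity, fitted to AC50.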
ERK AVP block: qHTS Assay for Inhibitors of the ERK Signaling Pathway using a Homogeneous Screening Assay. HEK293-V1b, vasopressin-stimulated pERK AlphaScreen. Potency, µM (titrated, usually from 57.5 µM), without a hit: top-dose activity, negative = inhibition, actives largely listed as inhibitors. 72,000 compounds, 0.99% hits. AID 995, 2007; also: potency is read from the fitted curve at half-maximal effect; % is scaled to controls: 0 for no effect and ±100 for the full control effect; nearly all actives have a fitted effect of over 55% in size
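Overnight-seeded V1b-HEK293 cells in 1% FBS got compound, then vasopressin (25 nM final, 5 min, 37C), then lysis buffer. AlphaScreen detection of phospho-ERK; activity normalized to basal and full-stimulation controls.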
A350 autofl: qHTS Assay for Spectroscopic Profiling in A350 Spectral Region. Compound autofluorescence, 340/450 nm, Alexa 350 dye-equivalents; active compounds read high. max dye-equivalent concentration, M. 59,000 compounds, 11% hits; in the data active = max dye-equivalent concentration above about 10 nM; inconclusive = mostly about 1.1 nM to 9.6 nM
Fluorescein autfl: qHTS Assay for Spectroscopic Profiling in Fluorescein Spectral Region; Compound autofluorescence, 480/540 nm, fluorescein-equivalent; active compounds read high; max fluorescein-equivalent concentration, M; 59,000 compounds, 0.91% hits; in the data active = max fluorescein-equivalent concentration above about 10 nM; inconclusive = between about 1.1 nM and that limit
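Fluorescein stocks ranging 3 mM down to 300 nM, plus DMSO blanks, were pinned alongside compounds to build a per-plate standard curve. Buffer: 100 mM Tris, pH 8.0. Incubation 15 min, room temperature; filters 480/540 nm.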
HBB splice mod: qHTS Assay for Modulators of Hemoglobin Beta Chain Splicing; HBB splicing reporter cell assay, activation; EGFP reporter with mutant IVS2-654 intron; response scale: normalised to 500 nM splice-correcting PNA; Potency, µM (doses to about 46.1 µM), inactives show at the highest dose activation, usual class: activators; 65,000 compounds, 0.06% hits; also: potency is read from the fitted curve at half-maximal effect; 0% is about no effect
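HeLa cells stably expressing EGFP interrupted by mutant beta-globin intron 2 (IVS2-654), 500/well in 2% FCS. Treated with compound for 2 days at 37C. Splicing correction scored as total well GFP intensity (488 nm excitation, 500-520 nm emission); 500 nM antisense PNA served as control.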
UbGFP stabilizer: Ubiquitin-GFP Assay | 67,000 tested, under 10 active | Potency, µM (top dose mostly 45.9 µM), for inactives: top-dose activation (GFP accumulation), usual class: activators | Ubiquitin-GFP reporter cells, proteasome inhibition, GFP fluorescence; response scale: untreated = 0%, 10 µM MG-132 = 100%; active = well fitted activation curve with a large enough effect, not every such curve was filed as active; inconclusive = small, poorly fitted or top-dose-only effect, or another doubt; inactive = no such curve, though single readings can be large or run the other way; also: potency is read from the fitted curve at half-maximal effect
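GFP accumulation read-out: laser plate cytometry counting ubiquitin(G76V)-GFP-expressing U2OS cells after 4 hr compound exposure at 37 °C. Titrations spanned 46 uM to 2.9 nM; 0% = basal, 100% = 10 uM MG-132; concentration-response curves fitted.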
FLuc inh: qHTS Assay for Inhibitors of Firefly Luciferase | Luciferin 4-monooxygenase (Photinus pyralis), P08659 | purified firefly luciferase, luminescence, 8 min | Potency, µM (doses to about 57.1 µM), for the others: at the highest dose activity change, negative = inhibition, most hits filed as inhibitors | 72,000 compounds, 2.2% hits | AID 411, 2009; also: potency is read from the fitted curve at half-maximal effect; % is scaled to controls: 0 for no effect and ±100 for the full control effect; nearly all actives have a fitted effect of over 40% in size
Target sequence (P08659 whole entry, looked up): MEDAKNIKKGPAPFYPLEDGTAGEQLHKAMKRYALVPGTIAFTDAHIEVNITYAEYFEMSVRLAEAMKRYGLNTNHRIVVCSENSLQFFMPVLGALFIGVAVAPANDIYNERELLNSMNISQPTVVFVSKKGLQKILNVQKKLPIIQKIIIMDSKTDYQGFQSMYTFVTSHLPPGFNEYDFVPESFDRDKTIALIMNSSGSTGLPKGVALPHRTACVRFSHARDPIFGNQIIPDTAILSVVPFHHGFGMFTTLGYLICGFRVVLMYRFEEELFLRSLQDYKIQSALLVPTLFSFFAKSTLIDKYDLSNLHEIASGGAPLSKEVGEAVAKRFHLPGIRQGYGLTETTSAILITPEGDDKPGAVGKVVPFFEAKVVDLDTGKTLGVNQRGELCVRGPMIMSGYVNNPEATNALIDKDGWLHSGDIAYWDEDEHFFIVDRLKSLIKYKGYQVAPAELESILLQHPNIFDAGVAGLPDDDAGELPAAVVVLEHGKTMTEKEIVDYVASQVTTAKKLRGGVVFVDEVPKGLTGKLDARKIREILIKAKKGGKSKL
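Titration-based qHTS; buffer 50 mM imidazole pH 7.2, 50 mM KCl, 7 mM MgCl2, 10 uM ATP, 0.01% Tween 20, 0.05% BSA; luciferase/luciferin detector mix added after compound; 8 min, ambient; luminescence.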
An asterisk follows results filed as active; i = inactive; ? = inconclusive; · = no result given; [ ] = dose if it differs, or a comment. Unless noted, calls follow the shape of the dose curve; as a rule, active = well fitted curve in the direction sought with a large enough effect; inconclusive = small, poorly fitted or top-dose-only effect, or another doubt; inactive = no such curve, though single readings can be large; an effect the other way counts as inactive or inconclusive. A portion of the library, so the mix of outcomes need not match the whole.

SMILES | GFP derepression | Hsp90 Hop PPI | TexasRed autofl | 4-MU autofl | CRE-bla Fsk | ERK AVP block | A350 autofl | Fluorescein autfl | HBB splice mod | UbGFP stabilizer | FLuc inh
CN(C)CCCNc1oc(-c2cccc(Cl)c2)nc1C#N | -3% | -5% | i | 8.2e-08M* | 13% | -29% | 1e-07M* | i | 1.0%[0.369 µM] | -4% | -7%
CCCS(=O)(=O)N1CCC(C(=O)NCCN(CC)c2ccccc2)CC1 | 1% | -15% | i | i | -2% | -2% | i | i | -2.7% | -7% | 2%
CC(C)(C)c1ccc(OCCN2CCCC2)cc1 | -2% | -9%[11 µM] | · | · | 1%[7.6 µM] | 12% | · | · | -1.5%[0.0738 µM] | 19%[9.17 µM] | 0%
COc1ccc2c(c1)c(=O)c(Br)c(C)n2Cc1ccccc1 | 0% | 26% | · | · | ? | 59%[activator] | · | · | -0.5% | -4% | -2%
Cc1ccc(C2CC(c3ccccc3C)n3nc(N)nc3N2)cc1 (stereo unspecified) | · | -2%[2.3 µM] | · | · | 0% | -25% | · | · | 0.2% | -9% | -4%
CC1=C(C(=O)Nc2cccnc2)C(c2cccnc2)n2nc(-c3cccs3)nc2N1 (stereo unspecified) | 3% | -2% | i | i | ? | -7% | ? | ? | -2.4% | 3% | -3%
CCC(C)COC(=O)c1ccc(C(=O)O)cc1 (stereo unspecified) | 0% | ? | i | i | -10% | 24% | i | i | -0.9% | 2% | 4%
CCOC(=O)C1=C(CSc2nc(C)cc(C)c2C#N)OC(N)=C(C#N)C1c1cccs1 (stereo unspecified) | -3%[20.6 µM] | · | i | ? | · | · | ? | i | · | · | 0%[25.5 µM]
CC(C)c1nc2sc3c(c2c(=O)o1)CCCC3 | 0%[20.6 µM] | · | i | i | · | · | i | i | · | · | 3%[25.5 µM]
NC(=O)c1ccccc1OCCOCCOCCOc1ccccc1C(N)=O | -1%[20.6 µM] | · | i | i | · | · | i | i | · | · | 1%[25.5 µM]
COc1ccc(O)c(C(=O)c2cc(C#N)c(=O)n(CCN3CCOCC3)c2)c1 | 5% | -1% | i | i | -2% | 6% | i | i | -0.3%[57.5 µM] | 0% | 2%
COc1ccc(C2(CNC(C)=O)CCCC2)cc1OC | -2% | -3% | · | · | 16% | -18% | · | · | -0.9% | -5% | -1%
O=C(Cn1nc(Cc2cccnc2)c2ccccc2c1=O)NCc1ccc2c(c1)OCO2 | -2% | -4% | · | · | -8% | -9% | · | · | -0.1% | 3% | 2%
O=C(CCC1COc2ccccc2O1)Nc1ncccc1O (stereo unspecified) | -2% | -11% | i | i | 0% | -4% | i | i | -2.0% | -7% | -2%
COc1ccc(-c2nc(N3CCOCC3)nc3nn4c(C)c(CCC(=O)O)c(C)nc4c23)cc1 | 0% | -27% | i | 5.1e-07M* | ? | 16% | 4.7e-07M* | ? | -0.1% | -2% | 1%
O=C(Nc1ccccn1)c1c(O)c2cccc3c2n(c1=O)CCC3 | 0% | 3% | i | 2.1e-08M* | -8% | -22% | 2.1e-08M* | i | 1.9%[57.5 µM] | -1% | -1%
O=C(O)C1CCNCC1 | -1% | -9% | i | i | 1% | 5% | ? | i | 1.5% | 2% | 0%
Cc1ncoc1C(=O)Nc1cccc(Cl)c1 | -2% | 1% | i | i | 8% | -5% | i | i | 0.7%[1.84 µM] | 0% | -6%
Cc1cc(C)nc(N(C#N)CN2C(=O)c3ccccc3S2(=O)=O)n1 | 1% | 1% | i | i | -12% | 16% | i | i | · | -7% | -4%
O=C(CN1CCN(c2ccccc2)CC1)Nc1ccccc1C(F)(F)F | 6% | -3% | ? | i | -7% | -17% | i | i | -1.4% | -3% | 2%
Cc1cc(C)c(NC(=O)CS(=O)CC(=O)N2CCN(c3ccccc3)CC2)c(C)c1 (stereo unspecified) | -3% | -2% | ? | i | ? | -7% | ? | i | -1.8% | -4% | 3%
CCOC(=O)c1[nH]c2ccc(F)cc2c1NC(=O)CN1CCc2cc(OC)c(OC)cc2C1 | 2% | -13% | ? | 1.1e-08M* | ? | -6% | ? | i | 4.1%[1.84 µM] | 4% | 0%
COc1ccc(-c2ccc(CCC(=O)O)n2C(C)C)cc1 | 6% | -6% | i | 1.1e-07M* | 3% | -22% | 1.3e-07M* | i | -0.5% | -1% | 0%
COC(=O)c1ccc(CSc2ccccc2C)o1 | 2% | ? | i | i | -27% | 61%[activator] | i | i | 1.9%[0.369 µM] | · | 3%
CCOC(=O)c1cc2c(=O)n3ccccc3nc2n(Cc2ccccc2Cl)c1=N | 0%[20.6 µM] | · | i | 1.3e-07M* | · | · | 1.2e-07M* | ? | · | · | 1%[25.5 µM]
CCN(CC)CCn1c(-c2ccccc2)nc2c(N3CCOCC3)nc(C)nc21 | · | -2% | · | · | 11% | 20% | · | · | -0.4% | 5% | ·
CCOC(=O)C1=C(c2ccccc2)N2CCS(=O)(=O)N=C2S1 | 0% | 0% | i | i | ? | 3% | i | i | -0.6%[57.5 µM] | -3% | 0%
Cc1nc2cnc(Nc3ccccc3)nc2n(C[C@H]2CCCO2)c1=O | 11%[9.22 µM] | -1% | i | i | ? | ? | i | i | -1.2% | 8% | 0%[11.4 µM]
COc1ccc(C)cc1-n1nnnc1SCc1cn2ccsc2n1 | 6% | -1% | i | i | ? | ? | i | i | -0.3%[57.5 µM] | -4% | 3%
COCCNC(=O)COc1ccccc1Cl | 0% | -2% | · | · | 0% | 0% | · | · | 0.4% | -9% | 0%

As entered above:
O=C(CN1CCN(c2ccccc2)CC1)Nc1ccccc1C(F)(F)F in Hsp90 Hop PPI shows -3%
COc1ccc(-c2ccc(CCC(=O)O)n2C(C)C)cc1 in CRE-bla Fsk shows 3%

(listing goes on)
SMILES | GFP derepression | Hsp90 Hop PPI | TexasRed autofl | 4-MU autofl | CRE-bla Fsk | ERK AVP block | A350 autofl | Fluorescein autfl | HBB splice mod | UbGFP stabilizer | FLuc inh
COc1cccc(Cn2c(=O)cnc3cnc(N(C)C)nc32)c1 | 5%[9.22 µM] | -3% | i | ? | 6.3µM* | -1% | ? | ? | 0.8% | -2% | 1%[11.4 µM]
CCc1ccccc1NC(=O)COC(=O)C1CC(=O)N(c2ccc(F)cc2)C1 (stereo unspecified) | 3% | -2% | i | i | 0% | 21% | i | i | -0.3% | -4% | 1%
CC(C)(C)C(=O)CSc1nc2ncc(Br)cc2[nH]1 | 0% | 4% | i | i | 1% | -16% | i | i | 0.9%[57.5 µM] | 6% | -10%
COc1ccccc1CNc1nc2nc(C)c(Cl)c(=O)n2[nH]1 | -3% | -2% | i | ? | -22% | 6% | ? | ? | 3.1% | 8% | 3%
Cc1nnc(SCC(=O)N2CCc3ccccc32)s1 | 3% | -1% | i | i | 2% | -8% | i | i | 0.5% | 0% | -1%
Cc1n[nH]c(C)c1Cc1ccc(C(=O)O)cc1 | 2% | 2% | i | i | -1% | -19% | i | ? | -0.8% | -5% | -2%
Cn1cnnc1SCC(=O)OCN1C(=O)c2ccccc2C1=O | 4% | -2% | ? | i | 27% | -10% | i | ? | -1.5%[0.369 µM] | -7% | 5%
O=C(CSC1=NC(=O)C(Cc2ccccc2)C(=O)N1)Nc1ncccn1 (stereo unspecified) | -2% | -10%[11 µM] | · | · | 2%[7.6 µM] | -29% | · | · | 0.2%[0.0738 µM] | 8%[9.17 µM] | 1%
COc1ccccc1N1CCN(S(=O)(=O)CC23CCC(CC2=O)C3(C)C)CC1 (stereo unspecified) | 3% | 1% | i | i | -7% | 2% | i | i | 0.1%[57.5 µM] | 1% | 1%
Cc1ccccc1NC(=O)NCc1ccco1 | 6% | -1% | i | i | -8% | -20% | i | i | -1.1% | 4% | 0%
O=C(Nc1cccc(Cl)c1)N1CCN(C/C=C/c2ccccc2)CC1 | -1% | -1% | · | · | -13% | -21% | · | · | -1.7% | 4% | 1%
CCOC(=O)c1sc(/N=C/Nc2nc(C)c(C(=O)OCC)s2)nc1C | -1% | 0% | i | ? | ? | -11% | 1e-08M* | ? | -0.8% | 2% | -2%
